Bioassay records from PubChem.
Rpn11 block: blocks the human proteasome subunit Rpn11 | O00487 | human 26S proteasome, Ub4-pepOG fluorescence polarization; 20S core pre-blocked with epoxomicin | calls only at 20 µM | 360,000 tested, 0.59% active;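 active = inhibition at 20 µM, scaled to each plate's controls, above about 33%, limit read from the data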
Tb MetRS inh: blocks T. brucei methionyl-tRNA synthetase activity | inhibition, % at 11.9 µM | AID 624268 | purified T. brucei MetRS, ATP depletion, Kinase-Glo luminescence | 360,000 tested, 0.4% active;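 active = inhibition above a per-plate cutoff of the control wells' mean inhibition plus 3 SD, cut at about 5.5% in these data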;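 note: 0% = DMSO wells median and 100% = median of wells with control inhibitor compound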
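Material – parasite MetRS enzyme · Medium – HEPES-MgCl2-KCl buffer plus DTT, spermine, BSA, pyrophosphatase · Reagent – ATP, methionine and E. coli bulk tRNA substrates · Times – 15 min enzyme-compound preincubation, 2 h reaction, 10 min detection, 25 °C · Measured by – luminescence of leftover ATP · Evaluation – percent inhibition relative to median high and low control wells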
SUMO1 PPI mod: alters human SUMO1 binding to SIM partners; P63165; SUMO1 binding to a labelled peptide, TR-FRET, 1 h; inhibition, % at 20 µM; 360,000 tested, 0.33% active; AID 602429; in the data active = inhibition above about 37%
CSN deneddyl inh: inhibitors of human CSN-mediated cullin deneddylation | Q92905 | Purified CSN, SCF-Nedd8-OG deneddylation, fluorescence polarization | inhibition, % at 12.5 µM | 360,000 tested, 0.38% active | AID 651999;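 active = pattern-corrected inhibition above about 35%, with an unprinted fluorescence ratio check between 0.5 and 1.5, limit read from the data, passing the limit was not always enough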;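 note: 0% = enzyme with substrate and 100% = substrate without enzyme; some results filed as inactive read as strong as hits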
Target sequence (Q92905 whole entry, looked up, one chain of several): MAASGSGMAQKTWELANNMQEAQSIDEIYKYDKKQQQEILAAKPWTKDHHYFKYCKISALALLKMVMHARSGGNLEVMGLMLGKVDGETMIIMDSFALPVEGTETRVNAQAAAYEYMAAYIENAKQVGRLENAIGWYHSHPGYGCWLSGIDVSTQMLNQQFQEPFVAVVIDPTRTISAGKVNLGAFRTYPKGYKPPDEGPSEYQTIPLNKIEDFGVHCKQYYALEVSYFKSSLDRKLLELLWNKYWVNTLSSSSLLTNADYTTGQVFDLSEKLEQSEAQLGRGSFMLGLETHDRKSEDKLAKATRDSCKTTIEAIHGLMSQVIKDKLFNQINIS
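Schedule: reaction 90 min, room temperature / Assay system: HEK293T-derived human Csn5 enzyme / Input: Csn5 at 0.24 nM final / Measure: inhibition of Csn5 cleavage, % / Control set: substrate-only high control, full reaction low control / Technique: fluorescence polarization of the substrate / Buffer or medium: Tris/NaCl/DTT buffer, pH 7.5 / Reagent: SCFSkp2-Nedd8OG substrate at 10 nM final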
NadD inh: NadD (S. aureus) enzyme inhibition | purified NadD enzyme, colorimetric absorbance read-out | inhibition, % at 20 µM | 360,000 tested, 0.78% active | AID 602399; in the data active = inhibition above about 26%; note: some compounds past the cut are filed as inactive
STEP inh: blocks human striatal-enriched tyrosine phosphatase; P54829; recombinant STEP, OMFP fluorogenic substrate, fluorescence; inhibition, % at 20 µM; 360,000 tested, 0.25% active; AID 588621;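 active = inhibition at 20 µM, scaled per plate between control wells, above about 37%, limit read from the data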;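 note: 0% = DMSO with enzyme and substrate and 100% = substrate only without enzyme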
Target sequence (P54829 whole entry, looked up): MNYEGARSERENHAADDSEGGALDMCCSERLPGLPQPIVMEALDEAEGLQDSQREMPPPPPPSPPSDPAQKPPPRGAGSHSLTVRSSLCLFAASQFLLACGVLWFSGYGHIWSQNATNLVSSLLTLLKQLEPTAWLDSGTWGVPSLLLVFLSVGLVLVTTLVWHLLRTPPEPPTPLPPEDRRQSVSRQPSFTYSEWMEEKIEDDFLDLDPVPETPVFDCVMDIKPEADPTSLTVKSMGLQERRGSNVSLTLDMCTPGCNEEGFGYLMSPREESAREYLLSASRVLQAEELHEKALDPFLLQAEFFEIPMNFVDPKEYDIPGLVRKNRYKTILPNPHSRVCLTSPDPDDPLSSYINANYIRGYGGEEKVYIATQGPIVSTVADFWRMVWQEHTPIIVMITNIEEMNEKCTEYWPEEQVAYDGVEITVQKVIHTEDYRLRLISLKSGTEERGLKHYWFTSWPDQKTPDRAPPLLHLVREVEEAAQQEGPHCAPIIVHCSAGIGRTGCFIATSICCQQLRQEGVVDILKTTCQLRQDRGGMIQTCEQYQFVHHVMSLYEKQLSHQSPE
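medium = Bis-Tris buffer pH 6.0, 2.5 mM DTT, 0.005% Tween 20 | test system = STEP (striatal-enriched tyrosine phosphatase) enzyme, cell-free | measure = normalized % inhibition | compound dosing = 20 µM, 1% DMSO | also added = 25 µM OMFP | schedule = reaction 20 min, ambient temperature | measured by = fluorescence read at 480 nm ex / 540 nm em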
LMPTP block: blocks human LMPTP phosphatase. P24666. recombinant LMPTP-A, OMFP fluorogenic substrate, fluorescence intensity. inhibition, % at 20 µM. 360,000 tested, 0.22% active;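 active = compounds that cut the enzyme signal by at least half of the control window in the single-dose screen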;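 note: plate controls were DMSO wells with enzyme plus substrate for no effect and substrate without enzyme for full effect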
Target sequence (P24666 whole entry, looked up): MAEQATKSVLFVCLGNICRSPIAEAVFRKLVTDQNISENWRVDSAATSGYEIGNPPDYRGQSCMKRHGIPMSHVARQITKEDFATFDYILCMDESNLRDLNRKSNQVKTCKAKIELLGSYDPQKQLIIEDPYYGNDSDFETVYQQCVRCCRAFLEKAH
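Buffer or medium: Bis-Tris pH 6.0, DTT, detergent; Assay system: LMPTP-A enzyme; Quantity: 0.625 nM enzyme; Detection: endpoint fluorescence intensity; Times: 50 min dark incubation at room temperature; Controls: substrate-only low control, DMSO enzyme-plus-substrate high control; Doses: single 20 µM dose; Read-out: percent inhibition versus substrate-only and uninhibited controls; Reagent: 400 µM OMFP.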
Scp-1 inhibitor: Scp-1 (human) phosphatase inhibition. Recombinant Scp1, phosphopeptide, malachite green phosphate absorbance. inhibition, % at 20 µM. Q9GZU7. AID 493091. 340,000 tested, 0.88% active;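 active = inhibition above about 50% at 20 µM, limit read from the data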;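 note: plate controls were DMSO wells with enzyme for no effect and wells lacking enzyme for full effect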
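Incubation: 45 min enzyme reaction at room temperature / System: truncated SCP-1 phosphatase (76-261aa) / Reagent: Phospho 17-mer peptide substrate / Buffer or medium: Acidic Tris acetate buffer with magnesium and detergent / Signal: absorbance at 630 nm / Doses: one concentration, 20 µM, with 1.0% DMSO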
DNMT1 block: DNMT1 (human) enzyme inhibition. AID 588458. 360,000 tested, 0.83% active. DNMT1 molecular beacon, Hinp1I cleavage, fluorescence. inhibition (reported as % activation of signal), % at 10 µM. P26358; in the data active = inhibition above about 50%
MLLE-PAM2 inh: inhibitors of microRNA-mediated deadenylation, human PABP1 MLLE binding | P11940 | GST-MLLE / FITC-PAM2 fluorescence polarization | inhibition, % at 20 µM | 360,000 tested, 0.36% active; in the data active = inhibition above about 35%, passing the limit was not always enough;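 note: plate controls were DMSO wells with GST-MLLE for no effect and wells lacking GST-MLLE protein for full effect; some results filed as inactive read as strong as hits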
Active calls of the source: *; i = inactive; x = no result given.

SMILES	Rpn11 block	Tb MetRS inh	SUMO1 PPI mod	CSN deneddyl inh	NadD inh	STEP inh	LMPTP block	Scp-1 inhibitor	DNMT1 block	MLLE-PAM2 inh
COc1cc(C2C3C(=O)N(c4ccccc4)C(=O)C3ON2c2ccccc2)ccc1O (stereo not drawn)	i	-0.1	6	8	-3	1	-1.2	-6	-7	2
CCc1nc2c(OCCC3CCCCC3)cccn2c1N(C)C(=O)c1ccccc1F	i	-0.2	-1	1	5	4	7.6	x	-3	1
CCCC(=O)NCc1nc2ccccc2n1C	i	-0.1	-3	3	-8	0	-0.5	2	3	8
Cn1c(=O)c2c(nc(NCc3cccnc3)n2Cc2cccc(C(F)(F)F)c2)n(C)c1=O	i	0.2	0	-5	1	-2	1.2	-7	3	-7
COc1cccc(OC)c1OCc1cc(C2C3CCCC=C3C(C#N)=C(N)C2(C#N)C#N)c(C)cc1C (stereo not drawn)	i	-0.8	-3	8	20	-4	-0.8	-9	-26	-13
O=[N+]([O-])c1cccc2c(Cl)ccnc12	i	-1.5	-22	-6	0	-2	-0.5	6	6	-6
CN(C)/C=C1\SC(=S)N(c2ccc(F)cc2)C1=O	i	-0.9	-20	-1	-1	2	-0.7	-2	2	-3
O=C1C2C3C=CC([C@@H]2C(=O)N1Cc1cccnc1)C31CC1 (stereo partly drawn)	i	-0.3	5	4	-6	-2	-0.2	-3	-2	0
O=C(Cc1cccc(NC(=O)C2CCN(C(=O)CCc3ccccc3)CC2)c1)Nc1cccc(C(=O)N2CCCCC2)c1	i	-2.8	2	0	6	0	0.2	1	-2	7
Cc1nnc(SC(C(=O)Nc2ccc(Cl)c([N+](=O)[O-])c2)c2ccccc2)[nH]c1=O (stereo not drawn)	i	1.1	-8	-1	-3	4	0.7	-7	-2	4
COc1ccc(O)c(C(=O)c2cnc3onc(C)c3c2)c1	i	0.3	-3	1	-1	1	-0.9	5	-7	-15
Cc1ccccc1OCC(=O)Nc1ccc2c(c1)COC2=O	i	-0.3	1	-6	2	-3	-1.9	13	-3	2
O=C(COc1ccc(Cl)cc1)Nc1ccc(Cc2ccncc2)cc1	i	0.2	3	-15	-3	4	0.6	1	0	-5
Cc1cc(C)c(C2C3=C(Nc4c2c(C)nn4-c2ccccn2)c2ccccc2C3=O)c(C)c1 (stereo not drawn)	i	0.0	-9	8	33*	9	10	17	-14	1
CCOC(=O)c1ccc(N2C(=O)CC(N(Cc3ccc4c(c3)OCO4)C(=O)Nc3ccccc3)C2=O)cc1 (stereo not drawn)	i	0.6	1	-6	-3	-2	0.6	-15	-5	-6
CC12CCC(C(=O)NCc3ccccc3Cl)(OC1=O)C2(C)C (stereo not drawn)	i	-0.5	5	2	-3	-2	-0.7	-3	-1	-9
Cc1ccc(CNC(=O)CCCc2cn(C)c3ccccc23)cc1	i	-0.9	3	-1	-6	11	-0.1	-7	-3	-8
COCCNC(=O)CN1C(=O)/C(=C/c2ccccc2)Oc2ccc(C(C)(C)C)cc21	i	-1.4	-12	2	-17	2	1.0	-10	-6	-6
CCN(C(=O)CSc1nnnn1-c1cc(C)ccc1OC)C1CCS(=O)(=O)C1 (stereo not drawn)	i	-0.8	-3	-1	-2	3	-2.3	1	-2	-41
CN(C)c1oc(-c2ccccc2Cl)nc1P(=O)(c1ccccc1)c1ccccc1	i	-1.1	4	2	-4	-1	0.6	-7	-10	9
N#Cc1cc(-c2ccc(Cl)cc2)cn(Cc2c(Cl)cccc2Cl)c1=O	i	-0.1	-9	2	-2	-3	0.0	-7	0	1
N#Cc1c(-c2ccccc2)c(-c2ccccc2)n(Cc2ccco2)c1NC(=O)c1cccs1	i	-0.2	1	0	21	2	1.9	-5	-6	-8
CC(CCc1ccco1)NC(=O)c1cc2c(-c3ccccc3F)nn(C)c2s1 (stereo not drawn)	i	0.1	8	7	-4	0	3.8	-18	-10	-2
CC(=O)N1CCN(S(=O)(=O)c2cccc(C(=O)NCCC3=CCCCC3)c2)CC1	i	-0.3	-1	2	1	-1	0.5	18	3	-1
O=C(Nc1cccc(Cl)c1)OCCOc1ccccc1	i	-1.6	-2	-1	-7	0	3.7	-6	-5	-1
CC1=C(C#N)CCC(=O)N1Cc1c(F)cccc1Cl	i	-0.7	-3	-5	0	-4	0.0	1	-1	12
CC(C)[C@H](NC(=O)c1ccccc1F)C(=O)NC1CCCCCCC1	i	-0.2	0	0	-1	-2	-0.5	2	0	-46
CCOC(=O)N1CCN(S(=O)(=O)c2ccc([N+](=O)[O-])cc2)CC1	i	-0.5	-25	-5	0	2	-4.1	-4	0	5
c1ccc(-c2ccccc2OCCCCN2CCCCC2)cc1	i	-0.4	-3	0	-14	0	-1.9	-8	7	-4
CCc1nnc(NS(=O)(=O)c2ccc(NC(=O)c3cccc4ccccc34)cc2)s1	i	-0.3	-2	0	4	2	0.0	-3	0	5
C=CCn1c(SCC(=O)NCc2ccco2)nc2sc(C)c(C)c2c1=O	i	0.2	-1	-2	-2	2	-0.9	-7	4	5
O=C(Nc1ccc(NC(=O)c2ccccc2)c2ccccc12)c1ccccc1	i	-0.2	-2	4	-1	-4	-1.9	x	7	2
CCc1ccc(NC(=S)N2CCCC2)cc1	i	-0.3	1	-2	-1	0	-0.3	-6	-1	-134
O=C(c1ccccc1)N1N=C(c2cccs2)CC1c1ccccc1O (stereo not drawn)	i	-0.7	-5	4	-5	-1	-1.5	-1	4	1
CCCCCCC(=O)Nc1ccc(Br)cn1	i	1.1	0	-1	-8	3	-0.8	-8	3	5
O=C(NCc1cccc(C(F)(F)F)c1)c1ccc2sc([C@H]3C[C@H](O)[C@@H](CO)O3)nc2c1	i	-0.2	2	5	-4	-3	-1.1	x	-4	-15
COc1ccc(-c2c(-c3cc(OC)cc(OC)c3)n(C)c3ccc(-c4ccc5[nH]ccc5c4)cc23)cc1	i	-0.3	1	-3	13	-2	2.4	3	-6	-6
O=C(CSc1nnc(-c2cccc(S(=O)(=O)N3CCCCC3)c2)o1)NCCC1=CCCCC1	i	-1.0	0	4	-3	1	0.6	3	-2	-13
CCOC(=O)C(=CNc1ccc(S(N)(=O)=O)cc1)C(=O)OCC	i	-0.7	-1	5	-9	-2	-1.1	-5	1	10
O=C(NCCc1ccc(F)cc1)c1cccc2c1C(=O)c1ccc(N3CCC(Cc4ccccc4)CC3)cc1S2(=O)=O	i	-0.3	-6	-6	28*	-11	2.9	-6	6	27
CCOc1ccc(C(=O)CCC(=O)NC(C)C(=O)OC)cc1 (stereo not drawn)	i	-1.4	2	0	-2	-3	-0.7	-1	1	-12
CCc1nc2ccc(C(=O)NCCCn3ccnc3)cn2c1N(C)Cc1cccs1	i	-0.3	2	0	1	2	4.5	x	4	7
COc1ccc(C(=O)COC(=O)COc2cc(C)cc(C)c2)cc1	i	-0.4	1	3	-8	2	1.6	-5	0	-3
CC(C)NC(=O)COC(=O)c1cc(Br)ccc1Cl	i	0.5	19	-5	-5	-2	-1.4	-2	-2	11
CC(C)(C)C1CCC(=NNS(=O)(=O)c2ccc(Br)cc2)CC1 (stereo not drawn)	i	-0.1	0	3	-3	-2	-0.8	-2	7	1
CCN(CC)S(=O)(=O)c1cc([N+](=O)[O-])ccc1N=Nc1c(O)[nH]c2ccccc12	i	-0.2	-8	-5	11	-1	-0.3	-2	2	-1
NS(=O)(=O)c1cccc(NC(=O)CCc2ccc(S(=O)(=O)N3CCOCC3)cc2)c1	i	-0.2	0	-3	-1	-2	-1.6	-7	0	9
CN(C)CCCNC(=O)/C(=C\c1ccc(-c2cccc([N+](=O)[O-])c2)o1)NC(=O)c1ccccc1	i	-1.2	-26	4	-4	-2	-0.3	-1	4	8
O=C(COC(=O)CCCNC(=O)c1ccc(Cl)cc1)NC1CC1	i	0.2	-1	-2	-2	-3	-0.8	2	-4	-1
Nc1nc(SCC(=O)Nc2ncc(C(F)(F)F)cc2Cl)n[nH]1	i	-1.2	2	-2	3	1	-0.4	1	1	1
Fc1ccc(NC(=S)NC2CC3CCCC(C2)N3Cc2cccs2)cc1 (stereo not drawn)	i	-0.6	-4	-2	-9	-2	-0.7	-4	-1	-13
Cc1cccn2c(=O)nc(SCC(=O)NC3CCCCC3)nc12	i	-0.3	1	-4	4	-1	-1.9	-6	4	-18
O=C1CC(c2c[nH]c3ccccc23)C(=O)N1c1ccccc1 (stereo not drawn)	i	0.5	3	4	-2	-3	-0.4	-12	-3	-8
COCCCNC(=O)c1nc2ccccc2c(=O)n1NC(=O)Nc1c(Cl)cccc1Cl	i	-1.2	0	5	-6	-2	-1.5	-6	0	-5
COc1ccc(S(=O)(=O)N2CCCOC2CNC(=O)C(=O)NCCO)cc1 (stereo not drawn)	i	-0.2	-1	-3	0	-4	-0.4	x	-3	0
CN(CC(=O)NC1CC1)S(=O)(=O)c1cc(Cl)ccc1Cl	i	-0.5	1	-4	-6	-1	-1.4	-7	2	-10
Cc1ccc(N(CC(=O)NC2CCCCC2)C(=O)CNC(=O)c2ccco2)c(C)c1	i	0.3	1	-4	-1	-2	-0.7	-4	1	-5
COc1ccccc1C(=O)Nn1cnc2ccccc2c1=O	i	-0.2	-1	5	3	-1	-0.8	-3	0	1
O=C(Nc1cccc(S(=O)(=O)NC2=NCCC2)c1)c1cc(Cl)ccc1[N+](=O)[O-]	i	-0.5	-24	-4	5	-4	-0.4	3	0	-27

Entries of single compounds, quoted from the list.
CN(C)CCCNC(=O)/C(=C\c1ccc(-c2cccc([N+](=O)[O-])c2)o1)NC(=O)c1ccccc1 across the screens: Rpn11 block: i; Tb MetRS inh: -1.2; SUMO1 PPI mod: -26; CSN deneddyl inh: 4; NadD inh: -4; STEP inh: -2; LMPTP block: -0.3; Scp-1 inhibitor: -1; DNMT1 block: 4; MLLE-PAM2 inh: 8
CC(C)(C)C1CCC(=NNS(=O)(=O)c2ccc(Br)cc2)CC1 (stereo not drawn) across the screens: Rpn11 block: i; Tb MetRS inh: -0.1; SUMO1 PPI mod: 0; CSN deneddyl inh: 3; NadD inh: -3; STEP inh: -2; LMPTP block: -0.8; Scp-1 inhibitor: -2; DNMT1 block: 7; MLLE-PAM2 inh: 1
